Gli-Sufu antag: antagonists of Gli-Sufu signaling. Sufu-KO-LIGHT fibroblasts, Gli luciferase reporter luminescence. inhibition, % at 5 µM. 0.74% of 340,000 active;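 active = inhibition above about 55%, limit read from the data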;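 note: 0% = DMSO-treated cells and 100% = wells with medium but no cells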
Jurkat NFkB inh: inhibitors of the PMA/ionomycin-induced NF-kB reporter in Jurkat cells; inhibition, % at 4 µM; PMA/ionomycin-induced NF-kB luciferase reporter, luminescence; 0.53% of 330,000 active; in the data active = inhibition above about 50%
697 NFkB inh: inhibitors of the PMA/ionomycin-induced NF-kB reporter in 697 B cells. 0.33% of 330,000 active. inhibition, % at 4 µM. AID 435022. 697 B-cell NF-kB luciferase reporter, 16 h; in the data active = inhibition above about 35%
CCR6 antagonist: CCR6 (human) receptor antagonism | P51684 | CHO-K1 CCR6 PathHunter beta-arrestin, luminescence, CCL20-stimulated | inhibition, % at 20 µM | 0.49% of 340,000 active | AID 493098;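 active = compounds whose inhibition of the agonist-driven luminescence signal at 20 µM reaches about 50%, limit read from the data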;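 note: cells stimulated with CCL20 at 14 nM final; plate controls were DMSO with CCL20 for no effect and DMSO without agonist for full effect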
Target sequence (P51684 whole entry, looked up): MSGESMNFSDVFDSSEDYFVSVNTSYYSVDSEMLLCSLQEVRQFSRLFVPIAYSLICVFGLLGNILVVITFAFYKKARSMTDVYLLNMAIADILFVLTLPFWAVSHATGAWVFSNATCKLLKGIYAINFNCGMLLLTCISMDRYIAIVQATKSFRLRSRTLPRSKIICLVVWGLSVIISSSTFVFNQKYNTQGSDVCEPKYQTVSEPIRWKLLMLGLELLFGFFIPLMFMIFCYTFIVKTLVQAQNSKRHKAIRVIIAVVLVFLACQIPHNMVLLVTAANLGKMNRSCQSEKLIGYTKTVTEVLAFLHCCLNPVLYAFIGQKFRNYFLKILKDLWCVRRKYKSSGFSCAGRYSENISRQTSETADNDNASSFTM
CXCR6 inh: inhibitors of human CXCR6 receptor | 0.36% of 360,000 active | CHO-K1 PathHunter CXCR6 beta-arrestin, luminescence | inhibition, % at 20 µM | O00574; in the data active = inhibition above about 34%, passing the limit was not always enough;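 note: antagonist mode with CXCL16 agonist at 10 nM final; 0% = 10 nM CXCL16 with DMSO and 100% = unstimulated wells without agonist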
UBC13 inh: human UBC13 polyubiquitination inhibition. UBC13 polyubiquitin chain formation, TR-FRET. 0.47% of 330,000 active. P61088. inhibition, % at 20 µM; in the data active = inhibition above about 45%, passing the limit was not always enough
Target sequence (P61088 whole entry, looked up): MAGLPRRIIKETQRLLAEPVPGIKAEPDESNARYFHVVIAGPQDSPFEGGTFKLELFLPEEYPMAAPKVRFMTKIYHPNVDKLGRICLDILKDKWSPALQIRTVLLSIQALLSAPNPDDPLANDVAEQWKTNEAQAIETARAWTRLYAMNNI
APJ antag: antagonists of human APJ apelin receptor. CHO-K1 APJ beta-arrestin complementation, luminescence. inhibition, % at 20 µM. 0.32% of 330,000 active. AID 2521;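 active = inhibition above about 40% at 20 µM, limit read from the data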;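 note: cells challenged with 10 nM apelin-13 agonist together with compound; plate controls were apelin-13 plus DMSO wells for no effect and DMSO wells lacking apelin-13 for full effect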
Target sequence (P35414 whole entry, looked up): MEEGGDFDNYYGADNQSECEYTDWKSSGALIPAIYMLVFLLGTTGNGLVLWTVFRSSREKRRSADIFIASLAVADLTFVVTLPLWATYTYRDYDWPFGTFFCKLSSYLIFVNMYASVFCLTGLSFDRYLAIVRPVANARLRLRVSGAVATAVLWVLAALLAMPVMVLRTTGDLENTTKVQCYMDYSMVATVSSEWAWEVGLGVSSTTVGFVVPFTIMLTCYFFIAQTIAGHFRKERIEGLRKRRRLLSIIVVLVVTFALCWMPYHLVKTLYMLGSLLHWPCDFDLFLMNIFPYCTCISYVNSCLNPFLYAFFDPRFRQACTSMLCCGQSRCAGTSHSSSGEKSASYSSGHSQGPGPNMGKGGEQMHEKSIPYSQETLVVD
EBI2 antag: EBI2 (human) antagonism; AID 651636; EBI2 beta-arrestin recruitment, luminescence, 7a,25-OHC stimulated; 0.81% of 360,000 active; P32249; inhibition, % at 5 µM; in the data active = inhibition above about 38%;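 note: enzyme fragment complementation signal reports receptor beta-arrestin coupling in cells; 0% = agonist plus DMSO wells and 100% = wells without agonist; some results beyond the cut were filed as inactive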
The depositor's hits bear a star; nt = not tested or not shown.

SMILES	Gli-Sufu antag	Jurkat NFkB inh	697 NFkB inh	CCR6 antagonist	CXCR6 inh	UBC13 inh	APJ antag	EBI2 antag
Cc1noc(NS(=O)(=O)c2ccc(NC(=O)Nc3ccc(Cl)c(Cl)c3)cc2)c1C	2	-6	4	14	4	-22	-4	-9
Cc1cc(=O)nc2c3ccccc3n(CC(=O)NCCCN3CCCC3=O)n12	-19	-3	-12	8	-4	-3	7	5
O=[N+]([O-])c1ccc2nc(-c3ccccc3[N+](=O)[O-])[nH]c2c1	-27	-12	-33	18	-3	-16	5	-1
C=CCc1c(C)nc(C)nc1N/N=C/c1ccc([N+](=O)[O-])cc1	2	-15	9	23	1	-6	-16	1
Cc1cc(C(=O)OC(C(=O)Nc2cccc(C(F)(F)F)c2)c2ccccc2)c(C)o1 (stereo not drawn)	8	-4	-22	-2	3	-5	3	16
CN(C)c1cccc(C(=O)OCc2cc(=O)oc3cc(O)ccc23)c1	-8	-45	-48	6	-4	6	-15	7
CCOCc1c(C(=O)N2CCN(CC(=O)Nc3ccc(F)cc3)CC2)oc2ccccc12	11	11	11	7	-6	-1	15	-2
COc1cc(C)nc(NC(=O)NC(=O)c2ccc(C(F)(F)F)cc2)n1	-7	6	-20	4	9	-7	-15	3
CCOC(=O)CC(C#N)c1c[nH]c2ccccc12 (stereo not drawn)	4	5	9	20	5	7	9	0
CCOc1ccc(CN(C)c2ccc(S(=O)(=O)N3CCN(C)CC3)cc2[N+](=O)[O-])cc1OC	59*	-4	-37	4	0	3	12	-18
CC(C)(C)c1ccc(CN(Cc2ccccc2)C(c2ccccn2)c2nnnn2C(C)(C)C)cc1 (stereo not drawn)	27	16	1	10	6	-2	24	10
CC(Sc1ncnc2ccccc12)C(=O)Nc1ccc2c(c1)OCCO2 (stereo not drawn)	37	-5	-32	13	-10	15	14	-11
Cn1nccc1NC(=O)Nc1cccc(Cl)c1Cl	5	0	-38	-3	-3	0	17	-11
CC[C@@]1(C(=O)OC)N[C@H](CN(C)C(=O)C2CCCCC2)[C@@H]2C(=O)N(C)C(=O)[C@@H]21	-2	-7	9	-10	-4	7	-3	-5
COc1ccc(CCNC(=O)CSc2nc(-c3ccco3)cc(C(F)(F)F)n2)cc1OC	2	-7	-10	5	0	-8	4	-4
Cc1cccc2c1ncc1c(=O)n(-c3ccccc3)[nH]c12	-62	-70	-42	4	3	-5	16	-8
COc1ccc(CN(C)Cc2nc3scc(-c4ccccc4)c3c(=O)[nH]2)cc1OC	12	3	11	22	10	0	7	-1
Cc1ccccc1-n1nnnc1SCC(=O)NNC(=O)c1ccc(NC(=O)CC#N)cc1	-4	1	26	0	9	3	-9	-2
CCn1cc(CN2CCCC(C(=O)c3ccc(-c4ccccc4)c(F)c3)C2)cn1 (stereo not drawn)	11	3	2	10	-8	5	7	-5
Cc1ccc(C(=O)Nc2nncs2)cc1S(=O)(=O)N1CCOCC1	-4	9	4	0	-3	2	7	-1
COc1ccc(C)cc1N(C(=O)Cn1nnc(-c2ccc(C)o2)n1)C(C(=O)NC1CCCC1)c1ccncc1 (stereo not drawn)	-15	18	7	9	-5	-4	-3	13
O=C(NCCCn1ccnc1)c1ccc(Cl)c(Cl)c1	-9	0	2	-12	0	9	-2	-3
CC(SCCc1ccccn1)C(=O)O (stereo not drawn)	0	5	-11	-11	0	-4	0	-15
Nc1nc(SCc2ccc3c(c2)OCCO3)n[nH]1	-22	-2	-17	-3	-4	4	-10	0
CCOc1ccc(N2C(=O)CC(Sc3nccc(C)n3)C2=O)cc1 (stereo not drawn)	2	2	21	15	-7	-4	-1	4
CCOCCCNc1nc2c([nH]1)c(=O)n(C)c(=O)n2C	-5	-14	6	3	-2	2	13	7
Cc1oc(-c2ccoc2)nc1CN(CC1CCC(=O)N1)C(C)C (stereo not drawn)	-2	3	-8	8	4	0	-2	-15
NC(=O)CSc1nnc(-c2ccncc2)o1	-12	-2	11	6	-2	-2	7	-2
Cc1ccnc(N2CCC(C(=O)Nc3ccc4c(c3)CCC4)CC2)n1	3	-5	-12	-3	5	0	-5	9
Cn1c(SCc2n[nH]c(=S)n2-c2ccccc2)nnc1-c1ccccc1	-22	-21	-31	-3	-4	-14	-2	-2
CCC(=O)N1CCc2cc(Br)cc(S(=O)(=O)CCC(=O)NCCc3ccccc3)c21	3	-59	-64	2	-21	-10	8	-5
CC(C)C1C(=O)CC(c2ccccc2)NC1c1ccccc1 (stereo not drawn)	1	1	-14	20	-4	1	-7	8
CS(=O)(=O)Nc1ccc(C2=NN(S(C)(=O)=O)C(c3ccc4c(c3)OCO4)C2)cc1 (stereo not drawn)	-75	-28	-80	-6	8	-39	2	-12
Cc1ccc(OCC(=O)NCc2ccco2)c([N+](=O)[O-])n1	-1	0	0	4	-7	-14	-12	-11
CN(C)c1ccc(C(=O)N=c2sccn2C)cc1[N+](=O)[O-]	-59	-67	-44	21	14	-11	12	-2
O=C(Nc1ccncc1)c1ccc(NS(=O)(=O)c2cccc(F)c2)cc1	-16	-2	5	-9	-4	1	-6	-2
CC(Sc1nc2cc(Cl)ccc2s1)C(=O)Nc1ccc2c(c1)OCO2 (stereo not drawn)	-21	-12	-22	10	-8	0	7	-2
Cc1ccc(S(=O)(=O)NCC(=O)OCc2cc(=O)oc3cc(C)ccc23)cc1	-11	-8	21	16	-9	0	8	-6
O=[N+]([O-])c1ccc(N=NNc2ccc([N+](=O)[O-])cc2)cc1	-21	nt	nt	58*	40*	nt	nt	17
COc1ccc(NC(=O)CSc2nn3c(=O)c(C)nnc3s2)cc1	-2	15	4	0	2	6	-5	-8
CCOc1ccc(N2C(=O)C(CC(=O)Nc3ccccc3)N(Cc3ccccn3)C2=S)cc1 (stereo not drawn)	22	-13	12	1	0	10	2	4
O=C(NNC(=S)Nc1ccccc1)c1cc(Br)ccc1Cl	3	0	-35	26	5	-10	36	1
Cc1ccc(-n2c3c(cc(C(=O)NCCCN4CCOCC4)c2=O)C(=O)CC(C)(C)C3)cc1	-1	11	-9	10	2	-3	-3	2
Cc1ccc(/C=C/S(=O)(=O)Nc2ccc(C)cc2)cc1	3	9	11	11	5	-5	15	0
CCC(=O)N1CCN(c2ccc(NC(=O)COc3ccc(C)cc3C)cc2)CC1	28	-22	2	15	7	3	6	24
COc1cccc(CNC(=O)CCC2CCCN(C(=O)c3ccccc3N(C)C)C2)c1 (stereo not drawn)	-4	-17	3	3	-4	-8	-3	6
C[C@@H]1CN([C@@H](C)CO)C(=O)c2cccc(NC(=O)C3CCOCC3)c2O[C@H]1CN(C)S(=O)(=O)c1ccc(Cl)cc1	8	0	14	5	6	5	11	-9
O=C(C[n+]1ccc(C(=O)NCc2ccccc2)cc1)c1ccc(OC(F)F)cc1	1	12	3	14	6	10	1	3
CSc1nc(C)cc(-c2cc(C(=O)Nc3ccccc3)on2)n1	nt	1	12	nt	nt	5	7	nt
C#CCOCCOCCOCCNc1nc(N2CCN(C(=O)Cn3cc(CCO)nn3)CC2)nc(N2CCN(C(=O)[C@H](C)n3cc(CCCN=C(N)N)nn3)CC2)n1	-12	nt	nt	3	-1	nt	nt	-12
O=C(/C=C/c1c(F)cccc1Cl)Nc1cccnc1	-28	-136	7	2	-6	-12	6	0
Cc1ccc(C(=O)NCCNC(=O)CN2CCCC2)cc1	3	-3	-12	-2	-6	-8	-8	12
CCC(CO)Oc1cc(NCc2cc(C)cc(C)c2)c2ncn(C(C)C)c2c1 (stereo not drawn)	0	-6	10	14	0	6	-2	6
COc1ccc2cc3cc(C(=O)NCCN4CCc5ccccc5C4)oc3nc2c1	-4	-4	-40	-1	3	5	-13	11
CC(C)N1CC(O)=C(c2nc3ccccc3[nH]2)C1=N	-31	-36	-14	10	8	-1	4	-8
O=C1/C(=C/c2ccc(Cl)cc2)NC(=S)N1Cc1cccnc1	-1	-18	2	16	4	0	3	5
CCOC(=O)Cn1c(CN2CCOCC2)nc2c1c(=O)[nH]c(=O)n2C	-2	-4	-3	10	-1	-3	17	-7
CCC(C)NC(=S)Nc1ccc(C(=O)OC)cc1 (stereo not drawn)	8	15	-32	14	-6	0	1	-11
Cc1csc(NC(=O)Nc2cccc(Cl)c2)n1	-4	-56	-77	-5	-12	3	-15	1
Cc1cc(NC(=O)CSc2nc(C(C)C)nc3c2c(=O)n(C)c(=O)n3C)no1	-4	-2	2	14	7	4	5	-9

A stretch of the results above:
SMILES	Gli-Sufu antag	Jurkat NFkB inh	697 NFkB inh	CCR6 antagonist	CXCR6 inh	UBC13 inh	APJ antag	EBI2 antag
CSc1nc(C)cc(-c2cc(C(=O)Nc3ccccc3)on2)n1	nt	1	12	nt	nt	5	7	nt
C#CCOCCOCCOCCNc1nc(N2CCN(C(=O)Cn3cc(CCO)nn3)CC2)nc(N2CCN(C(=O)[C@H](C)n3cc(CCCN=C(N)N)nn3)CC2)n1	-12	nt	nt	3	-1	nt	nt	-12
O=C(/C=C/c1c(F)cccc1Cl)Nc1cccnc1	-28	-136	7	2	-6	-12	6	0
Cc1ccc(C(=O)NCCNC(=O)CN2CCCC2)cc1	3	-3	-12	-2	-6	-8	-8	12
CCC(CO)Oc1cc(NCc2cc(C)cc(C)c2)c2ncn(C(C)C)c2c1 (stereo not drawn)	0	-6	10	14	0	6	-2	6

(cont.)
SMILES	Gli-Sufu antag	Jurkat NFkB inh	697 NFkB inh	CCR6 antagonist	CXCR6 inh	UBC13 inh	APJ antag	EBI2 antag
C=CCSc1nc2[nH]ncc2c(=O)[nH]1	1	-5	8	8	-2	8	10	-12
O=C1/C(=C\c2cccc([N+](=O)[O-])c2O)SC(=S)N1Cc1ccccc1	37	nt	nt	64*	46*	nt	nt	8
COc1ccc2nc(SCC(N)=O)[nH]c2c1	0	16	10	1	3	8	12	-3
Cn1c(SCC(=O)N2CC(=O)Nc3ccccc32)nnc1C(F)(F)F	-10	-15	21	-1	-4	-3	20	-9
COc1ccc(C(=O)CSc2nccn2C)c(OC)c1	-57	-70	-62	-7	-15	3	-11	-7
CC(C)Oc1ccc(CN2CCCC(CO)(Cc3ccccc3)C2)cc1CO (stereo not drawn)	40	1	10	2	1	6	-2	5
CCCc1cc(=O)oc2c(CN3CCCC3)c(O)c(Cl)cc12	2	2	22	4	-13	20	3	-23
CCN1C(=NCc2cc(OC)c(OC)c(OC)c2)N[C@@H](c2ccccc2)[C@H](C(=O)OC)[C@H]1C	nt	11	0	nt	nt	6	4	nt
COc1cccc(CN(C)C(=O)C(Cc2ccccc2)NC(=O)c2ccccc2)c1OC (stereo not drawn)	7	-8	-9	-4	0	3	8	3
COc1ccc(C[C@H]2CN3C(=NC[C@@H]3Cc3ccc(O)cc3)N2CCNC(=O)c2ccc(C)c(Br)c2)cc1	31	28	-7	5	-2	74*	17	14
O=c1ccc(/C=C/c2ccccc2)nn1Cc1ccccc1Cl	18	7	8	-2	-13	-4	8	-7
Cc1cc(C)c(NC(=O)CN2C(=O)NC3(CCCCC3)C2=O)c(C)c1	40	11	8	-3	9	5	-4	-6
Cn1c(C(=O)Nc2ccc3c(c2)OCO3)cc2c(=O)n(C)c3ccccc3c21	9	-12	5	-2	-6	-1	-19	22
S=c1cnc2ccccc2[nH]1	-3	2	3	-4	-12	-4	5	-3
COc1ccc(N=N/C(C(C)=O)=C(/C)O)cc1	2	-34	-55	-4	0	-14	-7	-9
OCCC#Cc1ccc(CN2CCN(CCc3ccccc3)C(CCO)C2)cc1 (stereo not drawn)	17	-7	-12	2	2	-8	11	6
O=C(Nc1nc(-c2ccccc2)c(-c2ccccc2)s1)c1ccc(S(=O)(=O)N2CCCC2)cc1	4	-1	-16	21	8	17	3	26
O=C1c2ccccc2C(O)(c2ccccc2)N1C1CC1 (stereo not drawn)	-1	4	21	2	1	4	0	-4
Cc1cc(C)c2nc(-c3cccnc3)cc(C(=O)Nc3ccc(S(=O)(=O)Nc4onc(C)c4C)cc3)c2c1	-8	2	8	19	3	-6	-10	-8
COc1cc(C(=O)NC(=S)Nc2csc(-c3ccc(F)cc3)n2)cc(OC)c1OC	1	0	-6	15	10	1	14	-8
COc1ccc(-c2csc(NC(=S)NC(=O)c3ccc4ccccc4c3)n2)cc1OC	-10	-2	5	27	12	-8	21	13
O=C(Cc1ccccc1[N+](=O)[O-])Nc1ccccc1C(=O)N1CCOCC1	2	-6	0	4	3	6	1	-4
